CaV13 ICDI inh = Disruptors of the CACNA1D IQ motif to Ca2+-dependent inactivation inhibitor domain association, primary screening, Förster resonance energy transfer in intact living … | HEK cells, CFP/YFP FRET ICDI-IQ, plate reader, 10 min; percent FRET-ratio fall versus neutral wells | inhibition, % at 12.3 µM | 0.098% of 340,000 active | AID 743397;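 active = mean replicate inhibition of at least 30% and at least 1% of replicates passing that level; inconclusive = only one of the two criteria is met; inactive = neither criterion is met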;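 also: 0% = median of the neutral control wells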
Exocytosis inh = blocks lytic granule exocytosis. 0.66% of 360,000 active. TALL-104 LAMP-1 surface exposure, flow cytometry; cells stimulated with thapsigargin and PMA. inhibition, % at 10 µM;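 active = inhibition above about 55%, limit read from the data; inconclusive = no clear call, values can overlap the other calls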
ABCB6 inh MLPCN = inhibitors of human ABC transporter ABCB6; fluorescence ratio to DMSO, % at 10 µM; K562-ABCB6 porphyrin accumulation, flow cytometry, 1 h; active compounds read low; Q9NP58; 0.19% of 360,000 active;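 active = fluorescence ratio to DMSO below 75%, the collection mean minus 3 SD; inconclusive = too few cells collected in the well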;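 also: signal is porphyrin accumulated inside mitochondria; 100% equals median channel fluorescence of DMSO control wells; lower ratio means ABCB6 inhibition with less porphyrin fluorescence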
Target sequence (Q9NP58 whole entry, looked up): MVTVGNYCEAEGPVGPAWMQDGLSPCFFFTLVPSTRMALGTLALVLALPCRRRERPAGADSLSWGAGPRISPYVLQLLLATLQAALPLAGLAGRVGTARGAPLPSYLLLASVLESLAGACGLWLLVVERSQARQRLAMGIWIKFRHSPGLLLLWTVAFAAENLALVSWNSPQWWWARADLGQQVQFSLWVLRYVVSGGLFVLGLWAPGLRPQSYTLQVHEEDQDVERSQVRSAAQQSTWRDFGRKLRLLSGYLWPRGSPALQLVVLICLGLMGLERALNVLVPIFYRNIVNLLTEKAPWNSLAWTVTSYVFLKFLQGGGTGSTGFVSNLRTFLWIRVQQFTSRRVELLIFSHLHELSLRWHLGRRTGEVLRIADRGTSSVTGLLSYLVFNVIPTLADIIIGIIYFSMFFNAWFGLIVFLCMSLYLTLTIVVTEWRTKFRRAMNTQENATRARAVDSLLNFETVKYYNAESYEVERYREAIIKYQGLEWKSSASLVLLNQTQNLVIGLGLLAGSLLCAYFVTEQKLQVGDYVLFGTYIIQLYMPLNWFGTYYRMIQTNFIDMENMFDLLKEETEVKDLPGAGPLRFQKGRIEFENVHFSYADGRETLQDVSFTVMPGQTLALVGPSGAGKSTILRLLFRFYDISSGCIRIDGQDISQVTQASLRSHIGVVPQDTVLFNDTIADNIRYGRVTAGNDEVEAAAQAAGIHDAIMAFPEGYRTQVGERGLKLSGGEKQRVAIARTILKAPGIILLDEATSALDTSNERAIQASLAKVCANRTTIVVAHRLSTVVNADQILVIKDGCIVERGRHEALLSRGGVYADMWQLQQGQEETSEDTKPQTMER
hiPSC survival = enhancers of human iPSC single-cell survival; 0.044% of 360,000 active; hiPSC single-cell survival, ATPlite luminescence; 100% = ROCK inhibitor wells, 0% = DMSO; survival enhancement, % at 20 µM; AID 602274; in the data active = survival enhancement above about 18%;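 also: cells exposed to compounds for 16 hours before the ATP read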
aDG glyco up = increases alpha dystroglycan glycosylation. Pro5-aDG cells, alpha-DG glycosylation AlphaScreen (IIH6); 0% Pro5, 100% B10-LARGE cell signal. activation, % at 10 µM. 0.22% of 360,000 active. AID 624168;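 active = activation of at least 8% versus controls, or a plate z-score of at least 8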;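 also: Pro5 are CHO cells carrying HIG-tagged alpha-DG that lacks glycosylation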
HTR2A ag = agonists of mouse serotonin 5-HT2A receptor (HTR2A); CHO-K1 mHTR2A beta-arrestin complementation, luminescence; percent of 30 µM serotonin response; 0.66% of 360,000 active; activation, % at 7.6 µM; P35363;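 active = activation above a run cutoff, the mean activation of all tested compounds plus 3 SD, cut at about 14% in these data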;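 also: 0% = plate median of compound wells and 100% = 30 µM serotonin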
H9c2 protect = modulators protecting cardiomyocytes from myocardial damage. H9c2 cardiomyocytes, H2O2 injury protection, ATPLite, 2 h. protection from H2O2 cell death, % at 20 µM. 0.63% of 360,000 active. AID 588492;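 active = compounds giving at least 50% protection of heart cells from peroxide-induced death in the single-dose screen, raw or plate-pattern-corrected value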;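 also: 0% = DMSO wells with peroxide and 100% = DMSO wells without peroxide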
N-glyco inh = blocks N-linked glycosylation in D54 reporter cells; D54 ERlucT glycosylation luciferase reporter, 24 h; percent of 100 nM tunicamycin response; reporter increase, % at 12.5 µM; 0.23% of 360,000 active; AID 588692;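 active = mean luciferase reporter signal, scaled so untreated is 0 and the glycosylation-blocking control 100, at or above a set limit in every replicate; inconclusive = mean reaches the limit but not every replicate does; inactive = mean below the limit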;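 also: luciferase carries N-glycosylation sites so blocking glycosylation raises the light; 0% = median of neutral control wells and 100% = median of 100 nM tunicamycin wells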
Vif imaging = HIV Vif inhibition; HEK293T cells, Vif self-association by quenched fluorescence, imaging, 24 h; inhibition, % at 7.49 µM; 0.35% of 340,000 active; in the data active = inhibition above about 50%, passing the limit was not always enough; inconclusive = no clear call, values can overlap the other calls; inactive = below about 31%; also: some results filed as inactive read as strong as hits
PDI inh = inhibitors of human protein disulfide isomerase | inhibition, % at 10 µM | PDI insulin aggregation turbidity, A650, 90 min | 0.052% of 350,000 active;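 active = mean inhibition across replicates of 30% or more, whatever share of single replicates reach that level; inconclusive = mean inhibition below 30% while every single replicate reaches 30%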;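 also: absorbance from insulin aggregation driven by PDI reduction with DTT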
The depositor's hits bear a star; ? = inconclusive; / = no result given.

SMILES	CaV13 ICDI inh	Exocytosis inh	ABCB6 inh MLPCN	hiPSC survival	aDG glyco up	HTR2A ag	H9c2 protect	N-glyco inh	Vif imaging	PDI inh
COc1cccc(NC(=O)CCc2c(C)nc3nc(CNC(=O)c4cccc(F)c4)nn3c2C)c1	-2	-6	105	-0.4	-0.2	3	17	1	0	-7
Cc1cccc2c1CC(C)(C)N=C2C1=C(O)CC(C)(C)CC1=O	-1	1	99	-2.3	0.2	-2	6	7	0	-4
CC1CCN(C(=O)Cn2c(=O)oc3cc(S(=O)(=O)N4CCCCC4)ccc32)CC1	-2	-1	96	-0.6	-0.1	3	2	-1	20	-9
O=C(CCc1nc2ccccc2c(=O)[nH]1)N1CCN(S(=O)(=O)c2ccc(F)cc2)CC1	-12	-4	91	0.8	0.0	0	86*	1	5	1
COc1ccc(-c2csc(/C(C#N)=C(\O)CSc3nccn3C)n2)cc1OC	/	0	97	2.6	0.4	3	33	2	-8	7
Cc1c(C(=O)NCc2cccc(C(F)(F)F)c2)sc(=O)n1Cc1cccc(F)c1	-5	9	95	0.7	1.4	-4	-3	-5	-7	24
COc1ccccc1C(=O)N/C(=C/c1ccc2c(c1)OCO2)C(=O)Nc1ccc(C(=O)O)cc1	-2	-2	95	-0.7	0.0	0	-1	3	0	-18
COc1cc2c(cc1OC)C1CCN3C(=O)CCC3N1CC2 (configuration not stated)	-6	-7	109	-0.6	1.6	1	13	0	2	1
O=C(NCc1cccs1)c1cc(-c2cccs2)on1	-8	-4	100	4.9	0.1	-2	0	0	-2	-4
CC1(C(=O)O)CCC(C(=O)N2CCOCC2)C1(C)C (configuration not stated)	-5	1	88	1.7	0.0	6	11	0	8	2
CSc1nc2c(c(=O)n1-c1ccc(F)cc1)SCC2	-13	-4	100	2.2	0.0	4	1	-2	6	-5
O=C(O)CCCCN1C(=O)/C(=C\c2ccc(OCc3ccccc3)c(OCc3ccccc3)c2)SC1=S	-8	1	98	0.3	0.5	-1	-9	11	-2	8
O=C(Nc1ccc(C2CC2(Cl)Cl)cc1)c1ccccc1Br (configuration not stated)	-5	2	105	1.3	0.1	-6	-20	-6	-1	12
CCCC[n+]1c(-c2ccc(Cl)cc2Cl)csc1Nc1ccccc1	-7	-3	101	-1.6	-0.3	-1	-6	-2	-12	2
CCOC(=O)C(CCCOc1ccc(C(C)CC)cc1)C(=O)OCC (configuration not stated)	-5	-4	89	4.9	0.4	-2	-13	1	-10	6
CCCc1cc(CNC(=O)C2CCC(=O)N(Cc3ccccc3F)C2)on1 (configuration not stated)	-11	-3	93	-0.4	0.1	-1	7	3	-4	-10
Cc1ccc(NC(=O)c2ccc(CSc3ncnc4nc[nH]c34)cc2)c(C)c1	-6	-8	119	3.0	0.4	-1	17	-1	-9	-2
COc1cccc(C(NC(C)=O)c2nc(-c3ccccc3OC)cs2)c1 (configuration not stated)	-9	-6	96	-2.1	0.3	2	0	63*	-3	-3
Cn1c(Cc2cccs2)nnc1SCc1nc2ccccc2[nH]1	-5	-2	100	3.1	-0.2	4	10	1	-8	6
O=C(Cc1ccc(S(=O)(=O)N2CCOCC2)s1)Nc1ccc(N2CCOCC2)cc1	-2	-3	94	2.6	0.0	-6	-6	-4	-5	3
Cc1ccccc1CSCCNC(=O)c1ccccc1	-6	-5	80	-1.1	0.1	-6	-4	-1	-3	-1
COc1ccc(CNC(=O)CCNS(=O)(=O)c2ccc(Cl)cc2)cc1	1	-10	86	2.1	0.1	-3	4	-3	7	0
Cn1nnnc1SCC(=O)Nc1ccc2c(c1)OCO2	-9	0	100	1.3	0.1	1	3	2	27	-2
CCOc1ccc(CCNC(=O)CCc2nnc3ccc(N4CCOCC4)nn23)cc1OCC	-11	-4	95	2.9	-0.1	6	-9	-1	-1	/
CC(=O)c1c(C)[nH]c(C(=O)CSc2nnc(-c3ccc(Cl)cc3)n2CC2CCCO2)c1C (configuration not stated)	-3	0	91	-0.4	0.1	1	11	-3	/	2
Cc1cc(N2CCCc3ccccc32)n2ncnc2n1	-5	-2	98	-1.1	-0.2	-2	-5	3	5	/
Cc1ccc(Cc2c(C)nc3nc(SCC(=O)NCCCN4CCOCC4)nn3c2C)cc1	-15	-1	116	0.6	0.0	-1	5	3	-11	-1
COc1ccccc1COC(=O)Nc1c(C)nn(C)c1Cl	-6	2	92	8.4	0.2	0	1	0	-2	-8
CCn1cc(/C=N\NC(=O)c2ccc3c(c2)c(C)c(C)n3Cc2ccccc2)c(C)n1	-6	-2	90	-2.2	0.2	-5	13	1	-2	-6
COc1cccc(/C=N/NC(=O)C(=O)Nc2ccccc2OC(F)(F)C(F)F)c1	-5	18	98	-0.7	0.4	-4	-1	0	0	12

Five entries from above, bar-delimited:
canonical_smiles | CaV13 ICDI inh | Exocytosis inh | ABCB6 inh MLPCN | hiPSC survival | aDG glyco up | HTR2A ag | H9c2 protect | N-glyco inh | Vif imaging | PDI inh
Cc1ccc(Cc2c(C)nc3nc(SCC(=O)NCCCN4CCOCC4)nn3c2C)cc1 | -15 | -1 | 116 | 0.6 | 0.0 | -1 | 5 | 3 | -11 | -1
Cc1ccccc1CSCCNC(=O)c1ccccc1 | -6 | -5 | 80 | -1.1 | 0.1 | -6 | -4 | -1 | -3 | -1
Cn1nnnc1SCC(=O)Nc1ccc2c(c1)OCO2 | -9 | 0 | 100 | 1.3 | 0.1 | 1 | 3 | 2 | 27 | -2
COc1ccccc1COC(=O)Nc1c(C)nn(C)c1Cl | -6 | 2 | 92 | 8.4 | 0.2 | 0 | 1 | 0 | -2 | -8
Cc1cc(N2CCCc3ccccc32)n2ncnc2n1 | -5 | -2 | 98 | -1.1 | -0.2 | -2 | -5 | 3 | 5 | /

Nothing new here: entries from further up.
SMILES	CaV13 ICDI inh	Exocytosis inh	ABCB6 inh MLPCN	hiPSC survival	aDG glyco up	HTR2A ag	H9c2 protect	N-glyco inh	Vif imaging	PDI inh
Cc1cc(N2CCCc3ccccc32)n2ncnc2n1	-5	-2	98	-1.1	-0.2	-2	-5	3	5	/
Cc1ccc(Cc2c(C)nc3nc(SCC(=O)NCCCN4CCOCC4)nn3c2C)cc1	-15	-1	116	0.6	0.0	-1	5	3	-11	-1
COc1ccccc1COC(=O)Nc1c(C)nn(C)c1Cl	-6	2	92	8.4	0.2	0	1	0	-2	-8
CCn1cc(/C=N\NC(=O)c2ccc3c(c2)c(C)c(C)n3Cc2ccccc2)c(C)n1	-6	-2	90	-2.2	0.2	-5	13	1	-2	-6
COc1cccc(/C=N/NC(=O)C(=O)Nc2ccccc2OC(F)(F)C(F)F)c1	-5	18	98	-0.7	0.4	-4	-1	0	0	12

Remaining list, next part.
SMILES	CaV13 ICDI inh	Exocytosis inh	ABCB6 inh MLPCN	hiPSC survival	aDG glyco up	HTR2A ag	H9c2 protect	N-glyco inh	Vif imaging	PDI inh
N/C(=N\OC(=O)CCCOc1ccccc1)c1cccc(Br)c1	-1	0	93	-1.0	-0.1	0	-2	-1	11	-3
Nc1ncnc2c1ncn2CCc1ccccc1	-18	-7	100	-0.1	0.0	3	4	2	-4	8
CCN(CC(=O)Nc1ccc(NC(C)=O)cc1)C(=O)/C=C/c1c(C)nn(-c2ccc(F)cc2)c1C	-4	-2	94	-0.1	0.0	-6	8	-4	19	-1
CCOC(=O)c1c(-c2ccc(C)c(C)c2)csc1NC(=O)C1CC=CCC1C(=O)O (configuration not stated)	-2	1	90	-1.6	-0.3	4	-4	3	-6	-4
O=C(Nc1c2c(nn1-c1ccc(F)cc1)CS(=O)(=O)C2)c1ccc(Br)o1	-15	-6	96	-0.1	0.0	1	-3	1	0	1
O=C(CN1C(=O)c2ccccc2C1=O)NCc1ccc(N2CCOCC2)cc1	-15	1	103	-0.1	0.2	-1	-2	-1	4	-1
O=C1C(NS(=O)(=O)c2cccs2)=C(N2CCN(c3ccccc3)CC2)C(=O)c2ccccc21	/	10	121	-5.0	-0.7	0	-14	8	2	19
Cc1ccc(NC(=O)C2CCN(S(=O)(=O)c3cnc[nH]3)CC2)cc1C	-10	0	95	2.3	0.2	0	0	0	-3	12
COC(=O)c1cccc(-n2c(CCC(=O)O)ccc2-c2cccs2)c1	-5	16	99	-0.5	-0.2	4	2	1	-6	19
COc1cc2nc(=S)n3[nH]c(CCn4c(C)nc5ccccc54)nc3c2cc1OC	/	0	90	0.5	-0.6	3	13	1	25	-10
O/N=C\c1cccn1-c1ccc(Br)cc1	/	10	106	0.5	0.1	2	-11	-2	4	15
C=CCOC(=O)/C(=C/c1cccnc1)NC(=O)c1ccccc1	-4	10	91	-0.5	0.1	6	1	1	-6	7
C=CC[n+]1cccc(-c2cc3ccc(C)cc3[nH]2)c1	-19	2	97	0.3	0.0	1	0	-6	-7	8
CN(C)CCCNC(CC(=O)Nc1cccc([N+](=O)[O-])c1)C(=O)O (configuration not stated)	-5	7	104	-1.1	0.2	4	2	0	-8	0
O=c1nc2ccccc2c2n1CC(CN1CCN(c3ccc(F)cc3)CC1)N2 (configuration not stated)	-5	-2	84	4.7	-0.1	-6	25	0	7	-9
CCCn1c(=O)c2[nH]cnc2n(-c2ccc(Cl)cc2)c1=O	-5	1	96	0.3	-0.1	-2	3	3	-5	0
O=C(Nc1ccccc1Cl)c1cc(C2CCCCN2C(=O)OCCF)on1 (configuration not stated)	1	-3	96	-0.1	0.2	-5	3	-1	7	6
CCCNC(=O)C1(C)CCN(Cc2ccc(OCc3ccccc3)cc2)C1 (configuration not stated)	-6	0	97	4.1	0.2	-13	-15	-3	-9	2
COc1ccc(/C=C/c2c(-c3cccc(C)c3)oc3ccc(N4CCOCC4)cc23)cc1	-4	0	97	1.8	0.2	-2	-2	3	-4	-1
c1ccc(Cn2nnnc2C(c2ccccn2)N2CCOCC2)cc1 (configuration not stated)	-8	2	99	-1.2	-0.2	-2	-5	2	-6	2
COc1cc(OC)cc(C(=O)NC2CCN(Cc3nnnn3Cc3cccs3)CC2)c1	/	-4	98	-0.9	-0.2	-2	2	0	1	-2
C=CC[C@H](CC(=O)NCCO)C(=O)NCCOC(=O)[C@@H](CC=C)Cc1ccc(F)cc1	-10	4	96	-5.1	0.1	1	-1	-1	-2	13
COC(=O)c1[nH]c2c(c1C)C(=O)CC(c1cccc(OC)c1)C2 (configuration not stated)	-18	-3	104	-0.9	-0.2	1	4	12	?	0
O=C(O)c1cc(S(=O)(=O)N(Cc2ccccc2)c2cccc(C(F)(F)F)c2)ccc1Cl	-19	2	101	-0.7	-0.2	0	5	-3	-1	3
Cn1c(CCc2ccccc2)nnc1SCC(=O)N1CCOCC1	-4	8	99	-0.9	-0.1	1	-5	3	12	5
CC(=O)N1CCc2cc(S(=O)(=O)CCC(=O)Nc3ccc4c(c3)OCCO4)ccc21	-6	2	102	-0.8	-0.1	4	0	-2	-2	6
CON(C)C(=O)/C=C/c1ccc([B-](F)(F)F)cc1	-10	-2	100	12	0.1	0	0	1	-3	5
O=C(COC(=O)c1cc(S(=O)(=O)N2CCCCC2)ccc1N1CCOCC1)NC1CCCCC1	-5	-1	97	3.8	0.2	-3	-8	1	16	-9

Screens (PubChem)
